ERK EGF block: EGF-driven ERK pathway inhibition | HEK293-V1b, EGF-stimulated phospho-ERK AlphaScreen | Potency, µM (highest dose often 11.5 µM), without a hit: at the highest dose activity change, negative = inhibition, most hits filed as inhibitors | 130,000 compounds, 0.41% hits | AID 1454; active means well fitted inhibition curve with a large enough effect; inconclusive means small, poorly fitted or top-dose-only effect, or effect the other way;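 further: plate controls were stimulated vehicle wells for no effect and unstimulated vehicle basal for full effect; nearly all actives have a fitted effect of over 55% in size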
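Compounds are titrated over HEK293-V1b cells kept overnight in 1% FBS. After 30 min at 37C, EGF (25 nM final) triggers ERK phosphorylation for 5 min, measured by AlphaScreen in lysates.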
* = called active by the depositor; u = inconclusive; [ ] = another dose, or the depositor's remark. Potency means the concentration at half of the fitted maximal effect.

nr	molecule	ERK EGF block
1	Cc1ccc(C(=O)N/N=C\C=C\c2ccccc2[N+](=O)[O-])cn1	6.0%
2	CC(NC(=O)C(=O)NN=C1CCC(C(C)(C)C)CC1)c1ccccc1 (centres undefined)	2.3%
3	CC1CN(Cc2csc(-c3ccc(Cl)cc3)n2)CC(C)O1 (centres undefined)	-4.1%
4	CCC(=O)NC(c1cccs1)c1cc(Cl)c2cccnc2c1O (centres undefined)	-6.8%
5	Cc1ccc(C)c(Nc2nc(N)c3ccccc3n2)c1	-0.5%
6	CCC(C)NC(=O)CCC(=O)Nc1ccc2nc(N3CC(C)CC(C)C3)cc(C)c2c1 (centres undefined)	-4.3%
7	CC(C)C1Cc2c(sc3c2c(=O)n(-c2ccccc2)c2n[nH]c(=S)n32)CO1 (centres undefined)	8.8%[57.5 µM]
8	O=C1NC(=O)/C(=C/C(=O)N2CCOCC2)S1	-4.1%
9	COc1cc2c(cc1OC)CN(CC(=O)Nc1ccc(S(=O)(=O)N(C)C)cc1)CC2	-7.0%
10	CSc1sc(C(=O)NCC2CC2)c(-c2cccs2)c1C#N	6.1%[57.5 µM]
11	COC(=O)c1ccc(NC(=O)C2CCCN(S(C)(=O)=O)C2)cc1 (centres undefined)	5.6%
12	CCOC(=O)C(NC(=O)NCc1ccccc1OC)(OCC)C(F)(F)F (centres undefined)	6.5%
13	CC(=O)Nc1cccc(C(=O)OCC(=O)c2ccccc2Cl)c1	-3.5%
14	CC(C)(C)c1ccc(-c2noc(CCC(=O)N3CCOCC3)n2)cc1	-2.7%
15	Cc1ccccc1Nc1c(-c2cccnc2)nc2cccc(C)n12	u

3 entries from above, set out differently:
#	ERK EGF block	canonical_smiles
9	-7.0%	COc1cc2c(cc1OC)CN(CC(=O)Nc1ccc(S(=O)(=O)N(C)C)cc1)CC2
2	2.3%	CC(NC(=O)C(=O)NN=C1CCC(C(C)(C)C)CC1)c1ccccc1 (centres undefined)
5	-0.5%	Cc1ccc(C)c(Nc2nc(N)c3ccccc3n2)c1

Following part:
nr	molecule	ERK EGF block
16	NS(=O)(=O)c1ccc(NC(=O)COC(=O)COc2ccc3ccccc3c2)cc1	-10.6%
17	Cc1cccc(NC(=O)c2nc[nH]c2C(=O)N[C@@H](Cc2ccccc2)C(=O)OCc2ccccc2)c1	-5.6%[57.5 µM]
18	COC(=O)c1ccc(NCC(=O)Nc2cc(C)cc(C)c2)cc1	-4.8%[57.5 µM]
19	CC(=O)c1ccc(NC(=O)CC(NCCC2=CCCCC2)C(=O)O)cc1 (centres undefined)	-1.3%
20	N#C/C(=C\Nc1ccc2cn[nH]c2c1)c1nc(-c2ccc(Cl)cc2)cs1	-0.9%
21	NS(=O)(=O)c1ccc2nc(NC(=O)c3ccc(Br)o3)sc2c1	-4.6%
22	COc1ccc(C)cc1S(=O)(=O)n1nc(C)cc1C	2.6%
23	Cn1cccc1C(=O)N1CCC2(CC1)CN(c1ccncc1)C2	18.9%
24	COc1ccc2nc(C)cc(SCC(=O)N/N=C/c3c(OC)ccc4ccccc34)c2c1	2.3%
25	O=C(COC(=O)c1oc2ccccc2c1CSc1ccc(Cl)cc1)NC1CCCC1	5.4%
26	CCN(CC)c1ccc(C(=O)c2ccccc2C(=O)O)c(O)c1	-2.0%
27	CN(NS(C)(=O)=O)c1c(C#N)c(C(F)(F)F)nn1C	-11.3%
28	COc1cccc2cc(C(=O)c3ccc([N+](=O)[O-])cc3)oc12	25.3%
29	CC1Cc2nc(SCC(=O)Nc3ccc4c(c3)OCO4)n(-c3ccc(F)cc3)c(=O)c2S1 (centres undefined)	-6.3%[57.5 µM]
30	CCC(C)C(NC(=O)/C(=C\c1ccccc1)NC(=O)c1ccc(OC)cc1)C(=O)O (centres undefined)	3.3%
31	O=C1[C@@H]2[C@@H]3C[C@@H]([C@H]4ON=C(c5ccc(Cl)cc5)[C@@H]34)[C@@H]2C(=O)N1c1ccc2c(c1)OCO2	2.1%
32	Cc1c(Cl)cccc1N(Cc1ccc(C(=O)O)cc1)S(=O)(=O)c1ccccc1	1.8%
33	COCCNC(=O)C(OC(=O)C1=Cc2ccccc2OC1)C(C)C (centres undefined)	-6.9%
34	CC1(C)CC(NC(=O)C23CCC(C)(C(=O)C2=O)C3(C)C)CC(C)(C)N1 (centres undefined)	-6.5%[57.5 µM]
35	COc1ccc(Cc2nnc(NC(=O)c3ccc(OC)c(OC)c3)s2)cc1OC	-3.4%
36	COc1ccccc1-c1ccc(SCC(=O)NCc2ccc3c(c2)OCO3)nn1	4.4%
37	COc1cccc(NC(=S)N(CCN(C)C)Cc2cccs2)c1	0.2%
38	CCCCN1C(=O)CCC(C(=O)O)C1c1ccc(OC)cc1 (centres undefined)	2.5%
39	Cc1nn(C)c(C)c1/C=N/NC(=O)CCn1cc([N+](=O)[O-])cn1	3.1%
40	Cc1cccc(NC2=C(NCCO)C(=O)c3ccccc3C2=O)c1	u
41	O=C(CSc1ccc(-c2ccccc2)nn1)N1CCCc2ccccc21	-1.4%
42	CCN1C(=O)N(C)[C@@H](c2ccccc2)C(C(=O)OC)=C1C	-2.1%[57.5 µM]
43	CN(C)CCCNC(=O)c1cc(C(=O)C2CCCCC2)c[nH]1	-7.5%
44	O=C(Nc1ccc(Cl)cc1)c1csc(-c2ccncc2)n1	-7.1%
45	C[C@H](C[C@H](N)C(=O)O)C(=O)O	5.4%
46	Cc1cccc(C=Nc2ccc3c4c(cccc24)CC3)c1O	3.7%
47	CCN(CC)C(=O)Oc1c(Cl)cc(Cl)c2cccnc12	-7.0%
48	CCNc1nc(NCC)nc(N/N=C/c2cc(OC)c(OC)c(OC)c2)n1	8.8%[57.5 µM]
49	S=c1sc(SCCOc2ccccc2)nn1-c1ccccc1	u
50	O=C(O)C1OC2OC3(CCCCC3)OC2C2OC3(CCCCC3)OC12 (centres undefined)	3.6%
51	Fc1cc(F)c2nc(N3CCOCC3)sc2c1	1.8%
52	COC(CNC(=O)c1cc(Sc2nnc(C)s2)nc2ccccc12)OC	13.8%
53	CCC1=C(OC(=O)N(CC)CC)N2C(=O)OC(=NCC(=O)OC)[C@]2(C)[C@H]2C1=CC[C@H]1C(=O)N(CC(=O)OC)C(=O)[C@H]12	4.0%
54	Cc1ccc(S(=O)(=O)N2CCN(C(=O)c3ccccc3)C2)cc1[N+](=O)[O-]	-4.5%
55	O=C(Nc1ccccc1)c1ccc(-c2ccc(F)cc2)s1	-8.8%
56	CCCCCCCC(=O)Nc1ccc(S(=O)(=O)Nc2nccs2)cc1	2.1%
57	CC(C)Oc1ccc(Cc2c(O)nc(NCCCN(C)C)[nH]c2=O)cc1	-3.6%
58	CN(Cc1ccccc1)C(=O)N1CCOCC1	9.6%[57.5 µM]
59	COc1cc(/C=N/NC(=O)c2cccc([N+](=O)[O-])c2)ccc1OC(=O)c1ccco1	u
60	Cn1c(SCC(=O)NCc2cccs2)nnc1-c1ccc(O)cc1	-1.2%

In a second layout: results already given
59	COc1cc(/C=N/NC(=O)c2cccc([N+](=O)[O-])c2)ccc1OC(=O)c1ccco1
  ERK EGF block = u

60	Cn1c(SCC(=O)NCc2cccs2)nnc1-c1ccc(O)cc1
  ERK EGF block = -1.2%

New compounds follow
nr	molecule	ERK EGF block
61	CCOC(=O)Nc1csnn1	-0.1%[57.5 µM]
62	O=C(NNC(=O)C1CCN(c2ncccn2)CC1)c1ccncc1	-1.3%
63	O=C(NC1CCN(Cc2ccccc2)CC1)c1ccc2c(c1)[nH]c(=O)n2Cc1ccc(F)cc1	3.0%
64	Cc1ccc(CSc2nnc(-c3ccc(NS(=O)(=O)c4ccccc4)cc3)o2)cc1	-6.1%
65	COC(=O)CN(c1cc(Cl)ccc1OC)S(=O)(=O)c1ccc(C)cc1	-11.3%[57.5 µM]
66	O=C(COc1cccc2cccnc12)N/N=C/c1cccn1-c1ccc(F)cc1	u
67	O=[N+]([O-])c1ccc(C(O)CNC(=S)Nc2ccccc2)cc1 (centres undefined)	2.7%
68	CN(C)CC(O)COC(c1ccccc1)c1ccccc1 (centres undefined)	-10.2%
69	COc1ccc(N2CC(=O)N(c3ccccc3)C2=S)cc1	5.1%
70	CCCCC(=O)NC1(C(F)(F)F)NC(=O)N(C)C1=O (centres undefined)	5.5%[57.5 µM]
71	Nc1cccc(S(=O)(=O)Nc2ccc(SC(F)F)cc2)c1	1.7%[57.5 µM]
72	Cc1cc(=O)[nH]c(SCc2nc3ccc([N+](=O)[O-])cc3[nH]2)n1	6.1%
73	COc1ccc(C(C)=O)cc1CSc1nncn1-c1ccccc1	4.8%
74	COc1cc(/C=N\Nc2nc3ccccc3o2)cc(OC)c1OC	-0.8%
75	CC1CN(C(=S)NC(=O)C2CCCCC2)CC(C)O1 (centres undefined)	12.1%
76	Cc1ccc(Cn2ccc(O)c(Cc3ccccc3)c2=O)cc1	-10.0%
77	Cc1cc(C)cc(OCC(=O)NC2CCCc3ccccc32)c1 (centres undefined)	7.9%
78	COc1ccc(-c2[nH]c(-c3ccc(C)cc3)nc2SCC(=O)NC2CCCC2)cc1	-2.5%
79	O=C(COC(=O)c1cc(-c2ccccc2)nc2ccccc12)Nc1ccc2c(c1)OCO2	-3.4%
80	Cc1ccc(NC(=O)C(C)OC(=O)CCNS(=O)(=O)c2ccc(C)cc2)cc1 (centres undefined)	2.2%
81	COC(=O)C1=C(C)N(c2ccccc2)/C(=C/c2ccco2)C1=O	-13.5%[57.5 µM]
82	CC1C(=O)NN=C1C(=O)N/N=C\C(Br)=C\c1ccccc1 (centres undefined)	2.1%
83	NS(=O)(=O)c1ccc(CCNC(=O)C(=O)C2C(=O)Nc3ccccc32)cc1 (centres undefined)	18.0%[57.5 µM]
84	Cn1c(=O)c2c(ncn2CCC(=O)N/N=C/c2ccccc2)n(C)c1=O	1.3%[57.5 µM]
85	O=C(CS(=O)(=O)c1cn(Cc2ccccc2Cl)c2ccccc12)N1CCOCC1	-3.8%
86	Cc1ccccc1-n1c(=O)cc(N2CCN(C(=O)c3ccco3)CC2)[nH]c1=O	2.4%
87	Cc1cccc(-c2noc(CN(C(=O)/C=C/c3ccccc3Cl)C(C)C)n2)c1	-5.0%
88	O=[N+]([O-])c1ccc(/C=C/c2ccncc2)cc1	-6.3%[57.5 µM]
89	CC(CCc1ccccc1)NC(=O)CN(C)Cc1ccccc1F (centres undefined)	4.1%
90	Cc1ccc(-n2nc(CN3CCOCC3)c(-c3ccccc3)c2N)cc1Cl	2.2%
91	Cc1cccc(-c2nc3sc(C)cc3c(=O)o2)c1	7.2%
92	COc1ccc(-c2nn(-c3ccccc3)cc2/C=N/Nc2cccc(C(=O)O)c2)cc1	4.8%
93	Cc1c(NC(=S)N2CCN(c3ccc(F)cc3)CC2)c(=O)n(-c2ccccc2)n1C	-7.9%
94	CC(=O)c1sc2nc(C)c3c(c2c1N)CCCC3	-6.5%[57.5 µM]
95	Cc1nn(CC(=O)OCC(=O)Nc2c(C(C)C)cccc2C(C)C)c(C)c1[N+](=O)[O-]	-0.1%
96	Cc1ccc(NC(=O)c2cc(F)c(F)cc2Cl)nc1	-7.3%
97	COc1cccc(C(=O)COc2ccc3c(C)c(Cc4ccccc4)c(=O)oc3c2C)c1	-0.9%
98	O=C(NC1CCS(=O)(=O)C1)c1cccc(S(=O)(=O)N2CCCCCC2)c1 (centres undefined)	-3.8%
99	C/C=C/C=C/C(=O)N1CC[C@]23c4ccccc4N[C@H]4N(C)c5cccc6c5[C@]42CCN([C@H]6C2OC2(C)C)[C@H]13 (some centres undefined)	1.8%[57.5 µM]
100	CCOC(=O)Cc1csc(NC(=O)/C=C/c2ccc(OC)cc2)n1	u
101	O=C(c1ccc([N+](=O)[O-])cc1)N1CCSC1c1ccccc1 (centres undefined)	-2.4%
102	CC(NC(=S)NCCc1ccccc1)C(c1cccs1)N1CCN(Cc2ccccc2)CC1 (centres undefined)	u
103	Cc1ccc(-c2nc3ccccc3c(=O)n2NC(=S)N(C)C)cc1	3.1%
104	O=C(O)c1nn(CC(=O)N(C2CCCCC2)C2CCCCC2)c(=O)c2ccccc12	-28.1%
105	Oc1ccccc1-c1nc(/C=C/c2ccccc2)nn1-c1ccccc1	14.9%
106	CCOc1cc2c3c(c1)C1(C(=O)N3C(C)(C)CC2C)C(C#N)=C(N)N2C(=C1C#N)Nc1ccccc12 (centres undefined)	2.2%
107	Cc1onc(-c2c(F)cccc2Cl)c1-c1nnc(-c2cccc3ccccc23)o1	1.9%[57.5 µM]
108	O=C(Nc1ccc(S(=O)(=O)Nc2nccs2)cc1)c1cccc(S(=O)(=O)N2CCOCC2)c1	-5.8%[57.5 µM]
109	CCOC(=O)C1CCN(C(=O)CSc2ccc(Cl)cc2)CC1	-10.0%
110	S=C(NCCc1ccc(Cl)cc1)NC1CCCC1	2.6%
111	CC1=NN(C(=S)Nc2ccccc2)C(C)(C)C1	25.4%
112	Cc1cc(C)cc(NC(=S)N2CCN(c3ncc(C(F)(F)F)cc3Cl)CC2)c1	-5.5%[57.5 µM]
113	Cc1ccc(/C=N/Nc2nc(C(C)(C)C)cs2)o1	u
114	O=C(CCSCCc1ccccn1)Nc1cccc([N+](=O)[O-])c1	0.5%
115	CCc1ccc(NC(=S)NCc2cccnc2)cc1	-1.1%[57.5 µM]
116	Cc1ccc(S(=O)(=O)N2CCOCC2)cc1NC(=O)COC(=O)c1cc(=O)c2ccccc2o1	3.4%
117	Cc1c(C(=O)N2CCC(Cc3ccccc3)CC2)sc2ncnc(N3CCC(C)CC3)c12	-3.3%

Laid out differently: 3 of the compounds above
nr	ERK EGF block	Compound
112	-5.5%[57.5 µM]	Cc1cc(C)cc(NC(=S)N2CCN(c3ncc(C(F)(F)F)cc3Cl)CC2)c1
117	-3.3%	Cc1c(C(=O)N2CCC(Cc3ccccc3)CC2)sc2ncnc(N3CCC(C)CC3)c12
110	2.6%	S=C(NCCc1ccc(Cl)cc1)NC1CCCC1

Bioassay records (PubChem BioAssay)

Not all compounds are listed (hit frequency here may not be typical).
